ERp5 inh – ERp5 (human) disulfide isomerase inhibition | ERp5 insulin aggregation, absorbance 650 nm, 90 min | inhibition, % at 9.99 µM | 350,000 tested, 0.05% active | AID 651711;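 active = mean replicate inhibition above about 25%, with every replicate also reaching it, limit read from the data, passing the limit was not always enough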
Target sequence (Q15084 whole entry, looked up): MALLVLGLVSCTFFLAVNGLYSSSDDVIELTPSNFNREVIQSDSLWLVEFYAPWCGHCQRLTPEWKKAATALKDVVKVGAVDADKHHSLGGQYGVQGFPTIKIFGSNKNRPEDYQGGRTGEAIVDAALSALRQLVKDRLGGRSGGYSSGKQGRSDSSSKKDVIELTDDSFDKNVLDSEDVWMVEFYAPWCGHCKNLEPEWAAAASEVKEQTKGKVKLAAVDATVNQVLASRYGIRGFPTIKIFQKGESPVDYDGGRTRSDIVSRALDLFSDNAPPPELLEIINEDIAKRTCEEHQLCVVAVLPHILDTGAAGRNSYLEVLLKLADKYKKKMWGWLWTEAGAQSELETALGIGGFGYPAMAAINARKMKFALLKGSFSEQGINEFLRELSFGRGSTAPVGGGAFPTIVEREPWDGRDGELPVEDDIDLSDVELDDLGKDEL
RAD52 anneal inh – RAD52 (human) annealing inhibition | 360,000 tested, 0.46% active | inhibition, % at 18.7 µM | recombinant RAD52 DNA annealing, FRET fluorescence | AID 651710;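 active = every replicate showing at least 50% inhibition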
Target sequence (P43351 whole entry, looked up): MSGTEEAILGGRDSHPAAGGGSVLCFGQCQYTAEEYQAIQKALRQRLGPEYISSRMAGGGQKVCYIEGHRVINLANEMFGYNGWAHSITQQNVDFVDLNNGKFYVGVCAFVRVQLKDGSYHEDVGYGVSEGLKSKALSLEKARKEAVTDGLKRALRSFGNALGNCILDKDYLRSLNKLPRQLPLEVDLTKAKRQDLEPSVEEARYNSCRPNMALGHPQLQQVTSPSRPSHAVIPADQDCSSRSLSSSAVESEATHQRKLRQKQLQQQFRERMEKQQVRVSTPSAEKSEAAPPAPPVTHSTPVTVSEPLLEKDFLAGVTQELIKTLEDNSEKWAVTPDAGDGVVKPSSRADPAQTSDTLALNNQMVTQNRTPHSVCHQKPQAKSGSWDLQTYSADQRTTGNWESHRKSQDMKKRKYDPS
E-selectin induc – E-selectin induction on HUVECs; activation, % at 7.58 µM; 260,000 tested, 0.37% active; HUVEC E-selectin immunofluorescence imaging; normalized: neutral wells 0, TNF-alpha wells 100; AID 686992;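 active = mean E-selectin-positive cell signal at least 10% of the positive control, reached in at least 60% of replicates, without over 20% cell loss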;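 note: in these data hits start at about 27%; measured in HUVEC primary endothelial cells; signal is the percent of cells scored E-selectin positive by PE staining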
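material = human umbilical vein endothelial cells (HUVEC), E-selectin induction | quantity = 3,000 cells/well | medium = EGM-2 growth medium on 0.1% gelatin-coated wells | technique = immunofluorescence imaging | read-out basis = % PE-positive cells | control set = TNF-alpha positive control, DMSO neutral control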
Xi reactivation – X-chromosome reactivation activator. XiGFP mouse fibroblasts, % GFP-positive cells imaging, 3 d; cells co-treated with 5-aza-dC sensitizer; scaled so ellipticine positive control = 100%. activation, % at 7.58 µM. 360,000 tested, 0.055% active;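 active = mean normalized replicate activation at least 10% and every replicate at or above 10%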;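 note: 0% = median of on-plate neutral control wells and 100% = ellipticine 6 µM median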
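Assay system – SV40-immortalized XiGFP fibroblast cells, line 68-5-11 · Buffer or medium – DMEM supplemented with 5-aza-dC as sensitizing agent · Dosing – one concentration, pinned · Benchmarks – positive control ellipticine, 6 µM final · Times – 3 days compound exposure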
RAD54 branch – blocks human RAD54 Holliday junction branch migration. Q92698. FAM/BHQ fluorescence. inhibition, % at 10.4 µM. 360,000 tested, 0.14% active;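 active = mean normalized replicate activity at least 40 and at least half of replicates scoring 40 or more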;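 note: 0% = median of neutral control wells and 100% = median of positive control wells; inhibitors cause a drop in the FAM fluorescence signal; in these data hits start at about 50%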
S100A4 inh HTS – blocks human S100A4 binding to myosin IIA peptide; P26447; S100A4/TAMRA-MyoIIA peptide fluorescence polarization; inhibition, % at 10.7 µM; 360,000 tested, 0.14% active;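 active = mean inhibition of at least 70% across replicates, with every replicate also reaching that level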
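Test system: S100A4 monomer protein; Medium: HEPES pH 7.2 with CaCl2, KCl, NaCl, DTT, Triton; Probe or stimulus: TAMRA-labelled myosin IIA heavy-chain peptide probe, 5 nM; Doses: one dose per compound; Times: polarization read 5 min after assay mix addition, stable 5–60 min; Benchmarks: neutral control DMSO, positive control TFP.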
ERAP1 inh – blocks human ERAP1 aminopeptidase activity; Q9NZ08; recombinant ERAP1, Leu-AMC fluorescence, 60 min; 340,000 tested, 0.15% active; inhibition, % at 10.7 µM;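 active = mean replicate inhibition of at least 30%, or all replicates individually reaching that 30% level; inactive = mean below 30% and not every replicate reaching it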;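 note: 0% = neutral control wells and 100% = L-leucinethiol positive control wells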
esBAF inh – blocks esBAF chromatin remodeling in mouse ES cells; Bmi1-luciferase knock-in reporter, 24 h; 100% = twice the neutral-well signal; reporter increase, % at 12.5 µM; 350,000 tested, 2% active; AID 602393; in the data active = activation above about 40%;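 note: 0% = median of the plate's neutral control wells and 100% = double that signal; a rise in the Bmi1 reporter signal indicates esBAF inhibition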
* hit, by the source's call; / = not tested or not shown.

#1 Cc1c(Cl)cccc1NC(=S)Nn1cnnc1
#2 CC[C@@H]1CC2=C(C(=O)OC(C)(C)O2)[C@H](c2ccc(F)cc2)O1
#3 COc1cccc(NS(=O)(=O)c2ccc3c(c2)N(C(C)=O)CCO3)c1
#4 C[C@@H](O)C#Cc1ccc([C@@H]2[C@@H](CO)N3CCCCN(C(=O)c4ccc5c(c4)OCO5)C[C@@H]23)cc1
#5 CCN(CC(=O)NCc1cccs1)C(=O)c1cccc(S(=O)(=O)N(CC)c2ccccc2)c1
#6 CC1CCC2(CC1)SCC(=O)N2c1ccc(F)cc1 (configuration not stated)
#7 CCCCc1nc2cc(C(=O)N(C)CCc3cn[nH]c3)ccc2o1
#8 CCOc1ccc(N2CC(C(=O)NC3CCCCCC3)CC2=O)cc1 (configuration not stated)

| screen / no. | 1 | 2 | 3 | 4 | 5 | 6 | 7 | 8 |
| --- | --- | --- | --- | --- | --- | --- | --- | --- |
| ERp5 inh | -9 | 0 | 2 | 1 | -6 | 1 | 3 | 1 |
| RAD52 anneal inh | -6 | 6 | -11 | -8 | -10 | -5 | -1 | -11 |
| E-selectin induc | -0.2 | -1.0 | / | -0.2 | -1.3 | 0.6 | / | / |
| Xi reactivation | 0.2 | -0.1 | 0.3 | 0.0 | 0.0 | 0.1 | -0.1 | 0.0 |
| RAD54 branch | / | -4 | 1 | -4 | 10 | / | -5 | -7 |
| S100A4 inh HTS | -11 | -4 | -4 | / | -1 | 6 | -8 | 3 |
| ERAP1 inh | 4 | 0 | 1 | / | -3 | -1 | -3 | -3 |
| esBAF inh | / | 0 | 0 | 6 | 0 | -3 | 26 | -4 |

#9 CCn1cc(C(=O)O)c(=O)c2cc(S(=O)(=O)N3CCCCCC3)ccc21
#10 Cc1cc(C(=O)Nc2cccc3c2O[C@H](CN(C)C)[C@H](C)CN([C@H](C)CO)C3=O)n(C)n1
#11 CC(C)NC(=O)N1CC[C@@H]2[C@H]1c1cc(-c3cccc(F)c3)ccc1N(C)[C@@H]2CO
#12 Cc1ccc(NC(=O)C2C3/C=C\CCCCC32)cc1 (configuration not stated)
#13 Cc1sc2ncn(/N=C/c3ccco3)c(=O)c2c1C
#14 CCCC#Cc1ccc2c(c1)O[C@H](CN(C)Cc1cncnc1)[C@@H](C)CN([C@H](C)CO)S2(=O)=O
#15 CN1C[C@H]2[C@@H](c3ccccc31)[C@@H](CO)N2Cc1ccccc1F
#16 CC(=O)N1CCSc2ccc(S(=O)(=O)Nc3ccc(C)cc3)cc21

| screen / no. | 9 | 10 | 11 | 12 | 13 | 14 | 15 | 16 |
| --- | --- | --- | --- | --- | --- | --- | --- | --- |
| ERp5 inh | -1 | -1 | / | 4 | 8 | 7 | 5 | -12 |
| RAD52 anneal inh | -7 | 3 | / | -1 | -12 | 11 | -6 | -15 |
| E-selectin induc | / | -0.1 | 2.5 | 1.2 | / | 0.2 | -0.3 | -2.0 |
| Xi reactivation | 0.0 | 0.0 | 0.3 | 0.6 | -0.1 | -0.1 | 0.2 | 0.0 |
| RAD54 branch | 5 | 5 | -4 | 0 | -2 | -2 | -13 | 8 |
| S100A4 inh HTS | -38 | 0 | / | -3 | -3 | 3 | 6 | 3 |
| ERAP1 inh | 3 | 0 | / | -7 | -7 | 2 | 3 | 1 |
| esBAF inh | 7 | -7 | 0 | / | 49* | -6 | -1 | 6 |

#17 O=C1NC(=S)N/C1=C/c1ccc2c(c1)OCO2
#18 CC(C)(C)[S@@](=O)N1Cc2cc(C(=O)NCCc3ccncc3)nc(-c3cccc(-c4cccc(C#N)c4)c3)c2[C@H]1CCO
#19 COCC(=O)N1C[C@H]2[C@@H](c3ccccc31)[C@H](CO)N2C(=O)c1ccncc1
#20 O=C(CCc1nc(-c2ccccc2Cl)no1)NCCc1ccccc1
#21 O=C(O)c1cccc(S(=O)(=O)N2CCCC(c3nc4c(nnn4Cc4ccc(F)cc4)c(=O)[nH]3)C2)c1 (configuration not stated)
#22 COc1ccc(N(CC(=O)NC2CCCC2)C(=O)CCC(=O)Nc2cc(C)on2)cc1
#23 Cc1nn(CCOc2ccccc2)c(=O)n1-c1ccc(Cl)cc1
#24 COc1ccccc1S(=O)(=O)N(C)C[C@H]1Oc2ncc(-c3ccc(C)cc3)cc2C(=O)N([C@@H](C)CO)C[C@H]1C

| screen / no. | 17 | 18 | 19 | 20 | 21 | 22 | 23 | 24 |
| --- | --- | --- | --- | --- | --- | --- | --- | --- |
| ERp5 inh | 2 | 3 | 1 | -1 | 0 | -10 | 3 | 2 |
| RAD52 anneal inh | -63 | 33 | -15 | -7 | -29 | -9 | -10 | -7 |
| E-selectin induc | 0.4 | 0.0 | -0.8 | -0.1 | / | / | -3.7 | 0.1 |
| Xi reactivation | 0.0 | 0.0 | 0.2 | 0.0 | 0.0 | -0.1 | 0.1 | 0.8 |
| RAD54 branch | -4 | 8 | -1 | -8 | -13 | 8 | -12 | -10 |
| S100A4 inh HTS | 25 | 20 | 2 | -4 | -1 | 7 | 0 | -14 |
| ERAP1 inh | 2 | 1 | 4 | 0 | -2 | 0 | -1 | 0 |
| esBAF inh | 5 | 8 | -2 | 2 | 4 | 1 | 39 | 5 |

Some entries already given with just esBAF inh, Xi reactivation and E-selectin induc:
cpd	SMILES	esBAF inh	Xi reactivation	E-selectin induc
22	COc1ccc(N(CC(=O)NC2CCCC2)C(=O)CCC(=O)Nc2cc(C)on2)cc1	1	-0.1	/
23	Cc1nn(CCOc2ccccc2)c(=O)n1-c1ccc(Cl)cc1	39	0.1	-3.7

Further records:
#25 Cc1ccccc1S(=O)(=O)N1CC[C@@H]2[C@H](CO)Nc3ccc(-c4ccc(F)cc4)cc3[C@@H]21
#26 O=C(CC(F)(F)F)N1C[C@@H]2[C@H](c3ccccc31)[C@H](CO)N2C(=O)c1cccnc1
#27 COc1ccc(S(=O)(=O)N2CCCC(C(=O)Nc3ccc4c(c3)OCCO4)C2)cc1 (configuration not stated)
#28 CSCCCNC(=S)N(C)CC(=O)Nc1ccc(C)cc1
#29 Cc1ccc(NC(=O)COC(=O)CCC(=O)c2cccs2)c(Br)c1

| screen / no. | 25 | 26 | 27 | 28 | 29 |
| --- | --- | --- | --- | --- | --- |
| ERp5 inh | / | 1 | 1 | 3 | -2 |
| RAD52 anneal inh | / | -11 | -5 | -3 | -20 |
| E-selectin induc | 1.3 | -0.4 | / | 0.1 | / |
| Xi reactivation | 0.2 | 0.1 | / | 0.2 | 0.1 |
| RAD54 branch | -4 | -1 | -2 | 0 | -9 |
| S100A4 inh HTS | / | -4 | 0 | 1 | -10 |
| ERAP1 inh | / | 1 | 0 | 1 | -2 |
| esBAF inh | -7 | -5 | -3 | -6 | 6 |

An excerpt of these results, in markdown:
| # | molecule | ERp5 inh | RAD52 anneal inh | E-selectin induc | Xi reactivation | RAD54 branch | S100A4 inh HTS | ERAP1 inh | esBAF inh |
| --- | --- | --- | --- | --- | --- | --- | --- | --- | --- |
| 19 | COCC(=O)N1C[C@H]2[C@@H](c3ccccc31)[C@H](CO)N2C(=O)c1ccncc1 | 1 | -15 | -0.8 | 0.2 | -1 | 2 | 4 | -2 |
| 20 | O=C(CCc1nc(-c2ccccc2Cl)no1)NCCc1ccccc1 | -1 | -7 | -0.1 | 0.0 | -8 | -4 | 0 | 2 |
| 21 | O=C(O)c1cccc(S(=O)(=O)N2CCCC(c3nc4c(nnn4Cc4ccc(F)cc4)c(=O)[nH]3)C2)c1 (configuration not stated) | 0 | -29 | / | 0.0 | -13 | -1 | -2 | 4 |
| 22 | COc1ccc(N(CC(=O)NC2CCCC2)C(=O)CCC(=O)Nc2cc(C)on2)cc1 | -10 | -9 | / | -0.1 | 8 | 7 | 0 | 1 |
| 23 | Cc1nn(CCOc2ccccc2)c(=O)n1-c1ccc(Cl)cc1 | 3 | -10 | -3.7 | 0.1 | -12 | 0 | -1 | 39 |
| 24 | COc1ccccc1S(=O)(=O)N(C)C[C@H]1Oc2ncc(-c3ccc(C)cc3)cc2C(=O)N([C@@H](C)CO)C[C@H]1C | 2 | -7 | 0.1 | 0.8 | -10 | -14 | 0 | 5 |
| 25 | Cc1ccccc1S(=O)(=O)N1CC[C@@H]2[C@H](CO)Nc3ccc(-c4ccc(F)cc4)cc3[C@@H]21 | / | / | 1.3 | 0.2 | -4 | / | / | -7 |
| 26 | O=C(CC(F)(F)F)N1C[C@@H]2[C@H](c3ccccc31)[C@H](CO)N2C(=O)c1cccnc1 | 1 | -11 | -0.4 | 0.1 | -1 | -4 | 1 | -5 |
| 27 | COc1ccc(S(=O)(=O)N2CCCC(C(=O)Nc3ccc4c(c3)OCCO4)C2)cc1 (configuration not stated) | 1 | -5 | / | / | -2 | 0 | 0 | -3 |

Assay outcomes from PubChem BioAssay.
